High-throughput results: PubChem, several laboratories
Rab2A wt mod = changes GTP binding to wildtype dog Rab2A, up or down; P61105; GST-Rab2 wt beads, Bodipy-GTP binding, flow cytometry; GTP binding activity, % at 10 µM; 190,000 tested, 0.19% active; AID 760;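 active = GTP binding activity at least 20 points away from 100%, either lowered or raised; inconclusive = signal likely due to the compound's own green fluorescence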;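 also: 0% = beads with excess unlabeled GTP and 100% = no-compound control corrected for plate trend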
ABCB1 inh = blocks JC-1 efflux by human ABCB1 transporter | P08183 | CCRF-Adr cells, flow cytometry | inhibition, % at 6.6 µM | 190,000 tested, 0.067% active | AID 1326; in the data active = inhibition above about 40%;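 also: 0% = vehicle and 100% = reference inhibitor; higher value means more JC-1 retained so stronger ABCB1 efflux block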
ABCG2 inh = blocks JC-1 efflux by human ABCG2 transporter. AID 1325. inhibition, % at 6.6 µM. 190,000 tested, 0.1% active. IgMXP3 cells, flow cytometry. Q9UNQ0;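 active = inhibition above 80%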;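 also: 0% = DMSO and 100% = nicardipine control wells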
Target sequence (Q9UNQ0 whole entry, looked up): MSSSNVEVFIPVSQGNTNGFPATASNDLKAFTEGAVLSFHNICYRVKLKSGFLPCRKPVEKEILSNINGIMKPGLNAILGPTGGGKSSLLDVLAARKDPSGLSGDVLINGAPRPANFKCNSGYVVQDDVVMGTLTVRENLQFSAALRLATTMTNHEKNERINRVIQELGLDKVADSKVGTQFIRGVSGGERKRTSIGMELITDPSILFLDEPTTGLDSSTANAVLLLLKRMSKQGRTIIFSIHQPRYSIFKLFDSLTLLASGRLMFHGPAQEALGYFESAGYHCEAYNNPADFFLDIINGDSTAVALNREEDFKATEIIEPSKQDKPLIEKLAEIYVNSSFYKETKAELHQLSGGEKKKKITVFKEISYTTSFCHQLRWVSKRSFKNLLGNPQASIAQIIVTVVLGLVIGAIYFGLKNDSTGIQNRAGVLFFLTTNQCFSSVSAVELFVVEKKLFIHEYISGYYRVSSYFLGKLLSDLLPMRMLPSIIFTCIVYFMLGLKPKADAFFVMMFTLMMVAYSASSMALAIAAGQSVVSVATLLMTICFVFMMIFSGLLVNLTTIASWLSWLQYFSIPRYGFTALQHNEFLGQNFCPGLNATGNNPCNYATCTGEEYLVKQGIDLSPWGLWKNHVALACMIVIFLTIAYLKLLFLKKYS
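Test system: IgMXP3 cells (ABCG2) mixed with DDAO far-red-labelled CCRF-Adr cells (ABCB1). Reagent: JC-1 transporter substrate. Compound dosing: single test compound dose, 6.6 µM final. Times: 10 min compound exposure, 25 °C. Detection: flow cytometry of retained JC-1 fluorescence. Read-out basis: efflux inhibition in percent versus controls. Controls: nicardipine and DMSO wells.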
Mcl1-Noxa inh = Mcl-1/Noxa interaction inhibition | 220,000 tested, 1.5% active | inhibition, % at 21.7 µM | TR-FRET Mcl-1/Noxa peptide binding, 2 h;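 active = compounds that cut the protein-peptide binding signal by more than 50% relative to plate controls in a single-dose test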;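 also: His-tagged Mcl-1 with rhodamine Noxa BH3 peptide and terbium anti-His antibody; 0% = Mcl-1 plus Noxa peptide wells and 100% = peptide-only wells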
Rac1 wt modul = modulators of human Rac1 wildtype GTP binding | AID 757 | 190,000 tested, 0.27% active | P63000 | GTP binding activity (% of control), % at 10 µM | GST-Rac1 beads, fluorescent GTP binding, flow cytometry; actives lie on both sides; 0 = cold GTP competed, 100 = untreated;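 active = GTP binding activity at least 20 points away from the 100% control level, either lower or higher; inconclusive = compound flagged as likely green fluorescent, judged across all proteins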
Rab7 wt GTP bind = alters GTP binding to wildtype dog Rab7 | GST-Rab7 beads, fluorescent GTP binding, flow cytometry; actives lie on both sides; untreated = 100%, excess cold GTP = 0% | GTP binding activity (percent of control), % at 10 µM | 190,000 tested, 0.055% active | AID 758;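 active = fluorescent GTP binding to Rab7 beads changed by at least 20 points from the 100% baseline, either direction, mostly lower; inconclusive = compound itself probably fluorescent, or too few beads counted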;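 also: median green fluorescence of bound Bodipy-FL-GTP per Rab7 bead population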
Cdc42 wt = changes GTP binding to wildtype human Cdc42; GST-Cdc42 beads, Bodipy-GTP binding, flow cytometry; actives lie on both sides; percent activity (GTP binding), % at 10 µM; 190,000 tested, 0.2% active;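 active = percent activity GTP binding at least 20 points away from the 100% baseline, either down as inhibitor or up as activator; inconclusive = compound flagged as likely green fluorescent from well-wide comparison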;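 also: median bead fluorescence of bound Bodipy-FL-GTP at 100 nM; 0% = excess unlabeled GTP control and 100% = no compound control; below 100% means less GTP binding so inhibitor and above means activator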
HRas wt GTP = changes GTP binding to wildtype human HRas. GTP binding activity, % at 10 µM. 190,000 tested, 0.14% active. P01112. GST-Ras wt beads, Bodipy-FL-GTP binding, flow cytometry; actives lie on both sides;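 active = GTP binding activity at least 20% away from the 100% baseline, either lowered as inhibitor or raised as activator; inconclusive = flagged as likely green fluorescent, judged across all proteins in the well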;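 also: 0% = unlabeled GTP competition control and 100% = no-compound control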
Target sequence (P01112 whole entry, looked up): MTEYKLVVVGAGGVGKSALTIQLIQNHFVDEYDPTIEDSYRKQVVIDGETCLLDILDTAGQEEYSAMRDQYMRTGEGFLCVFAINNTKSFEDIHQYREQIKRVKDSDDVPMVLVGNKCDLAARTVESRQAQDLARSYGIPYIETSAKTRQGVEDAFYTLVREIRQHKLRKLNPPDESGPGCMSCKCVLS
Pf gamet viab = P. falciparum stage V gametocyte viability inhibition; P. falciparum stage V gametocytes, ATP luminescence, 24 h; inhibition, % at 10.9 µM; 150,000 tested, 0.065% active; AID 743093;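 active = inhibition above the mean plus 3 SD of compounds within the control limits, set per campaign, cut at about 38% in these data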;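 also: 0% = DMSO wells and 100% = medium only without gametocytes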
Avidin fluor = compound fluoresces at 488/530 nm on avidin beads; compound fluorescence 488/530 nm, flow cytometry; active compounds read high; 220,000 tested, 0.38% active; fluorescence (KMESF) at 10 µM; in the data active = fluorescence above about 47; also: inactives centre near 10
Rac1 act GTP bind = modulators of GTP binding to human Rac1 activated mutant; 190,000 tested, 0.11% active; GST-Rac1 activated beads, fluorescent GTP binding, flow cytometry; actives lie on both sides; 100% means binding = to untreated wells; percent activity (GTP binding), % at 10 µM; P63000;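 active = GTP binding at least 20 percentage points away from the 100% baseline, in either direction, so actives lie on both sides; inconclusive = Compound likely fluorescent itself, or too few beads counted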
The depositor's hits bear a star; ? = inconclusive; . = no result given.

Values run as follows: Rab2A wt mod, ABCB1 inh, ABCG2 inh, Mcl1-Noxa inh, Rac1 wt modul, Rab7 wt GTP bind, Cdc42 wt, HRas wt GTP, Pf gamet viab, Avidin fluor, Rac1 act GTP bind
CCOC(=O)c1sc2nc3c(SCC(=O)O)cc(C(=O)c4ccccc4O)cn3c(=O)c2c1C
 : 94, -0.8, -3, 66*, 98, 102, 91, 96, -2, 12, 93
Cc1cccc(C(=O)OCc2cc3ccccc3[nH]c2=O)c1
 : 104, 0.0, 0, -28, 100, 98, 102, 103, ., 14, 98
CC(=O)NC(c1ccccc1)c1nc2ccccc2[nH]1 (stereo not given)
 : 102, 0.3, 2, 2, 106, 99, 106, 103, ., 37, 104
COc1ccc(C2=C/C(=C/c3cccnc3)C(=O)O2)cc1OC
 : 101, -1.2, -11, 10, 101, 105, 99, 100, ., 3, 100
Clc1ccc(-n2ncc3c(NCCCn4ccnc4)ncnc32)cc1
 : 95, 0.1, 14, -12, 93, 95, 97, 95, -7, 8, 94
O=C(COn1nnc2ccccc21)N1CCN(Cc2ccccc2)CC1
 : 97, 0.3, 2, -5, 99, 97, 104, 98, 25, 13, 98
COc1ccccc1/C=C/C(=O)OCC(=O)NCCC1=CCCCC1
 : 89, 1.2, 28, 7, 93, 93, 94, 91, -14, 9, 90
Cc1cc(C)cc(-n2c(SC(C)C(=O)NCc3ccc4c(c3)OCO4)nc3ccccc3c2=O)c1 (stereo not given)
 : 99, 4.5, 2, -50, 101, 98, 99, 98, ., 3, 96
O=C(CSc1ccccc1)Nc1ccc(C(=O)Nc2ccc(O)cc2)cc1
 : 101, -0.1, 0, 16, 99, 100, 98, 98, ., 9, 93
COc1ccc2[nH]cc(CCNC(=S)NCCc3ccccc3)c2c1
 : 100, 0.0, 3, 11, 98, 94, 96, 100, 3, 8, 98
COc1ccc(NC(=S)N(CCc2c(C)[nH]c3ccccc23)Cc2cccnc2)cc1
 : 100, 2.2, 8, -8, 105, 97, 103, 100, ., ., 97
Clc1cc2c(c(Cn3cnc4ccccc43)c1)OCOC2
 : 100, 1.2, 14, 17, 103, 96, 99, 99, ., 21, 101
O=C(CSc1nnc(-c2cccnc2)n1Cc1ccco1)Nc1nc(-c2ccc(F)cc2)cs1
 : 101, 1.4, 4, 11, 98, 93, 103, 100, -13, 14, 98
CCCc1nc2ccccc2c(=O)n1/N=C/c1c(C)[nH]n(-c2ccc(C)cc2)c1=O
 : 99, 0.1, 1, -73, 101, 96, 94, 98, 14, 12, 94
CS(=O)(=O)N(CC(=O)NCC1CCCO1)c1cccc([N+](=O)[O-])c1 (stereo not given)
 : 94, 0.3, 1, -6, 94, 94, 96, 94, -4, 18, 93
COc1ccc(CCNC(=O)C2CCCN(c3nc(C)cc(C)n3)C2)cc1 (stereo not given)
 : 98, 0.2, 1, 25, 97, 100, 95, 97, ., 21, 94
CCc1ccc(/C=C/C(=O)C2C(=O)c3ccccc3C2=O)cc1
 : 92, -0.1, -1, -50, 91, 92, 92, 93, ., 11, 89
O=C(OCc1ccccc1)C1CCCN1C(=O)c1ccccc1[N+](=O)[O-] (stereo not given)
 : 97, 0.5, 2, 5, 98, 100, 99, 100, -3, 12, 96
CCOC(=O)C1=C(C)N=C2SC(CC)C(=O)N2C1c1cccc(F)c1 (stereo not given)
 : 99, 0.9, 2, -17, 103, 98, 101, 100, ., ., 102
COc1ccc2[nH]c3nc(SCC(=O)Nc4ccc5c(c4)OCO5)nnc3c2c1
 : 72*, -0.4, 0, 39, 87, 85, 74*, 74*, ., 23, 87
CCc1c(C)nc2ncnn2c1Nc1ccc(C#N)c(Cl)c1
 : 106, 0.3, 5, 11, 112, 103, 106, 103, -8, 10, 104
O=C(Cn1ccc(=O)[nH]c1=O)NCCO
 : 94, 0.3, 0, -7, 92, 92, 94, 92, -2, 25, 92
COc1cc(C2=NOC(C(=O)Nc3cccnc3)C2)cc(OC)c1OC (stereo not given)
 : 97, 0.2, 1, 18, 99, 102, 97, 100, ., 11, 96
O=C(Nc1ccc(Cl)cc1C(=O)N1CCOCC1)c1cccc([N+](=O)[O-])c1
 : 101, 1.1, 9, 15, 106, 99, 103, 103, 8, 13, 101
COc1cc(C(O)P(=O)(OCC(C)C)OCC(C)C)cc(OC)c1OC (stereo not given)
 : 95, 0.1, 0, -8, 98, 96, 97, 95, -5, 7, 97
Cc1cc(C)cc(OCC(=O)Nc2ccc3c(c2)OCCO3)c1
 : 100, -0.3, 9, 15, 108, 97, 98, 98, 6, 10, 96
COC(=O)c1ccccc1NC(=O)C/C(C)=N/NC(=O)CC#N
 : 101, -1.4, -5, -8, 105, 97, 104, 102, -10, 9, 101
O=C(/C=C/c1ccccc1)N1c2ccccc2Sc2ccc(C(F)(F)F)cc21
 : 96, 1.6, 21, -6, 100, 97, 95, 96, ., 16, 97
Cc1ccc(-c2nnc(COc3cccc(-n4cnnn4)c3)o2)cc1
 : 102, 0.9, 7, -5, 107, 101, 103, 102, ., 7, 100
O=C(N/N=C1\CCCc2ccccc21)c1cccc([N+](=O)[O-])c1
 : 103, 0.7, 6, 4, 111, 101, 108, 105, 11, 14, 106
CC(C)Oc1ccc(C(=O)Nc2ccc([N+](=O)[O-])cc2)cc1
 : 95, 1.6, 41, 15, 98, 96, 95, 97, -1, 8, 97
CCOC(=O)C1(CCCc2ccccc2)CCN(C(=O)c2cnc(C)cn2)CC1
 : 94, 0.2, 1, 6, 97, 94, 95, 95, ., 8, 96
CC(=O)Nc1ccccc1OCC(=O)NCCC1=CCCCC1
 : 95, 0.7, 4, -4, 102, 96, 95, 98, -2, 25, 97
CC[C@H](C)[C@H](NC(N)=O)C(=O)Nc1ccc(C)cc1
 : 102, -0.1, 1, 8, 106, 102, 104, 102, 11, 12, 101
Cc1ccnc(SCC(=O)N2CCN(c3ccccc3)CC2)n1
 : 98, 0.6, 4, -1, 110, 97, 104, 102, -1, 5, 99
CCc1ccc(NC(=O)CNC(=O)c2cn(-c3ccccc3OC)c(=O)c3ccccc23)cc1
 : ?, 0.0, -1, 8, ?, ?, ?, ?, ., 11, ?
COc1ccccc1-n1c(-c2cn(C)nc2C)n[nH]c1=S
 : 99, -0.4, -3, 16, 99, 99, 101, 99, ., 0, 101
S=C(Nc1ccccn1)Nc1ccccc1Cl
 : 94, 2.0, 2, -3, 96, 95, 95, 95, 9, 7, 95
NC(=O)c1nn(-c2ccc(Cl)cc2Cl)c(=O)cc1O
 : 97, 1.0, 3, 3, 97, 101, 97, 97, ., 11, 95
COCCCNC(=S)N1CCC(C(=O)c2ccc3c(c2)OCCO3)CC1
 : 101, 0.3, 15, 9, 106, 101, 102, 99, 1, 13, 98
O=C(NCc1cccnc1)C1CCCN(S(=O)(=O)c2cccc3nsnc23)C1 (stereo not given)
 : 99, 1.3, 1, 4, 106, 97, 99, 100, -23, 6, 96
O=C(NC(=O)c1ccc(Cl)c(Cl)c1)OC1CCS(=O)(=O)C1 (stereo not given)
 : 102, 0.4, 2, 19, 105, 101, 102, 101, 6, 15, 97
CC1CCc2c(sc3ncnc(NS(=O)(=O)c4cccs4)c23)C1 (stereo not given)
 : 91, -0.3, 1, 5, 92, 96, 87, 91, -4, 8, 88
COCCSc1nnc(NC(=O)C2CC(=O)N(c3ccc(OC)cc3)C2)s1 (stereo not given)
 : 101, 0.3, 5, -10, 101, 105, 104, 100, ., 14, 97
Cc1cc(/C=C(\C#N)C(=O)Nc2ccccc2F)c(C)[nH]1
 : 98, 0.5, 2, 5, 101, 98, 99, 97, 4, 10, 98
Cc1ccc(S(=O)(=O)NCc2nnc(SCC(=O)Nc3cccc(C)c3C)n2C)cc1
 : 99, 0.1, 1, 3, 100, 102, 97, 96, ., 8, 99
Cc1ccc(NC(=O)C2CCCN(S(=O)(=O)c3c(C)noc3/C=C/N(C)C)C2)cc1F (stereo not given)
 : 101, 28, 44, -9, 104, 98, 102, 102, ., 23, 100
O=C(/C=C/c1ccc(O)c(O)c1)c1ccc(S(=O)(=O)N2CCCCCC2)cc1
 : 96, -1.2, -6, 65*, 105, 100, 97, 98, -19, -1, 98
COc1ccccc1C1CC(c2ccc(C)cc2)Nc2ncnn21 (stereo not given)
 : 96, 1.4, 5, 2, 96, 97, 97, 97, -16, 7, 95
COC(=O)/C(C#N)=C1/C=Cc2ccccc2N1
 : 102, 1.3, 7, -13, 103, 105, 100, 102, -13, 20, 97

Going on with the list:
Values run as follows: Rab2A wt mod, ABCB1 inh, ABCG2 inh, Mcl1-Noxa inh, Rac1 wt modul, Rab7 wt GTP bind, Cdc42 wt, HRas wt GTP, Pf gamet viab, Avidin fluor, Rac1 act GTP bind
CN1CCN(c2nc(-c3ccccc3)cc(C(F)(F)F)n2)CC1
 : 103, 0.7, 2, 5, 104, 105, 99, 101, -39, 26, 100
CCOC(=O)Nc1ccc2c(c1)ncn2C1CCCCC1
 : 103, 2.4, 34, 3, 105, 106, 104, 103, ., 15, 99
COC(=O)c1cccc(NC(=O)CN2CCOCC2)c1
 : 103, 0.6, 3, 6, 106, 100, 106, 103, ., 29, 101
COc1cccc(C(=O)OC2CCCN(C)C2)c1 (stereo not given)
 : 104, 0.8, 8, 10, 104, 102, 107, 103, 0, 10, 102
